CHO parental Ca = counter-screen: ATP calcium response change in parental CHO cells; parental CHO-K1, ATP-induced calcium, Fluo-8 fluorescence; inhibition, % at 5.6 µM; actives 0.63% (n = 330,000); AID 463079;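 active = inhibition above that plate's mean sample inhibition plus 3 SD, cut at about 26% in these data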;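 also: 0% = ATP-challenged DMSO wells and 100% = DMSO wells without ATP; some compounds past the cut are filed as inactive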
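Measured by: calcium-sensitive Fluo-8 fluorescence / Test system: CHO parental line / Controls: ATP-challenged DMSO wells low, unchallenged DMSO wells high / Measure: % inhibition / Compound: single nominal dose of 5.6 µM per compound / Replicates: single well per compound, no replicates / Reagent: ATP as calcium-mobilizing challenge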
V1aR counter = V1a receptor agonism, counter-screen for OXTR agonists; CHO-V1R cells, Fluo-8 calcium fluorescence, agonist mode; 0% DMSO, 100% 3 nM vasopressin; AID 2797; activation, % at 3 µM; actives 0.25% (n = 320,000);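 active = activation above the mean activation of all tested compounds plus 3 SD, per screening run, cut at about 20% in these data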;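 also: signal is peak over basal fluorescence ratio across a 100 second FLIPR read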
Target sequence (P37288 whole entry, looked up): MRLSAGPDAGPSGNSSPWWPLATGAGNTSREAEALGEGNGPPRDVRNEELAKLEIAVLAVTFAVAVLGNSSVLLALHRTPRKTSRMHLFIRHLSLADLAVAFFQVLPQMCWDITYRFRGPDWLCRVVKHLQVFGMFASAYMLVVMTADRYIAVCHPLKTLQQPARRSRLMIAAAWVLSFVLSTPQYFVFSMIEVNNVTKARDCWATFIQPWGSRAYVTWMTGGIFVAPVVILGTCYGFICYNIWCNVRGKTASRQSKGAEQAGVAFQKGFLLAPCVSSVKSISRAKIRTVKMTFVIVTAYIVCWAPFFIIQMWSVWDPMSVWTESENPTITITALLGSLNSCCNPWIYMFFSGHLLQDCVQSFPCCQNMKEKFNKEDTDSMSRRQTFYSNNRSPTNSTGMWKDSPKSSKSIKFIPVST
OXTR agonist = human OXTR agonism; CHO-OTR cells, Fluo-8 calcium fluorescence; normalized: DMSO 0%, oxytocin 100%; actives 0.32% (n = 320,000); activation, % at 3 µM; P30559;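 active = activation above the mean of all tested compounds plus 3 SD, cutoff set per screening run, cut at about 20% in these data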;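 also: peak over basal fluorescence ratio from a 100 s FLIPR kinetic read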
OXTR potentiator = potentiates the human oxytocin receptor response; AID 2445; CHO-OTR cells, Fluo-8 calcium fluorescence, potentiator mode; 0% = oxytocin EC15, 100% = EC100; actives 0.061% (n = 320,000); activation, % at 3 µM;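 active = activation above that plate's cutoff, the mean activation of tested compounds plus 3 SD, cut at about 6.6% in these data, passing the limit was not always enough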;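 also: 100% uses oxytocin at 75 nM as the full agonist control; some results filed as inactive read as strong as hits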
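assay system = CHO-OTR cells, human receptor | schedule = compound 6 min at room temperature before oxytocin, 100 s read | detection = Fluo-8 intracellular calcium fluorescence, ex 470-495, em 515-575 nm | evaluation = normalized max/min fluorescence ratio, % activation | control set = EC15 oxytocin alone as 0%, 75 nM oxytocin (EC100) as 100%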
TAAR1 antagonist = human TAAR1 antagonism | Q96RJ0 | CHO RD-HGA16 TAAR1, Fluo-8 calcium fluorescence, antagonist | inhibition, % at 3 µM | actives 1.5% (n = 360,000) | AID 624466;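 active = inhibition above a per-plate cutoff, the mean inhibition of test compounds on that plate plus 3 SD, cut at about 49% in these data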;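 also: 0% = DMSO plus EC80 beta-PEA response and 100% = DMSO alone without agonist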
Target sequence (Q96RJ0 whole entry, looked up): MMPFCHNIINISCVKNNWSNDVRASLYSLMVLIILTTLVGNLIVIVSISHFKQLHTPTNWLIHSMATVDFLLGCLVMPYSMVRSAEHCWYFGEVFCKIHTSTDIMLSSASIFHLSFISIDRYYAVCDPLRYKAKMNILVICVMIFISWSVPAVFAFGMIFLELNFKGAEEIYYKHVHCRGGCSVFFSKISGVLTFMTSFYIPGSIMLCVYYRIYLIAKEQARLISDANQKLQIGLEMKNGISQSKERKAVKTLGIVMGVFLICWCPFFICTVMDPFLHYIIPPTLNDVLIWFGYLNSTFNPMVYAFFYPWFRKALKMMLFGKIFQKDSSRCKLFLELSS
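System: CHO RD-HGA16 cells bearing hTAAR1. Reagent: EC80 β-phenethylamine stimulus. Schedule: seeding 17-24 h prior, 75-min 37 °C, 30-min RT dye loading. Signal: Fluo-8 intracellular calcium dye fluorescence, real-time kinetic reads. Read-out: % inhibition from peak post-agonist over basal fluorescence ratio. Benchmarks: vehicle wells and EC80 agonist wells. Replicates: n of 1.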
CHO-K1 Ca ag = nonselective activator or artifact in parental CHO-K1 cells | Fluo-8 calcium fluorescence; scaled to maximal ATP response, vehicle zero | activation, % at 3 µM | actives 0.48% (n = 360,000) | AID 602248; in the data active = activation above about 15%;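 also: untransfected CHO-K1 host cells lacking M1 receptor as counterscreen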
GPR7 antagonist = human neuropeptides B/W receptor 1 antagonism; GPR7-expressing cells, fluorescence antagonist assay; inhibition, % at 4.4 µM; actives 1.1% (n = 290,000); AID 1861; in the data active = inhibition above about 16%, passing the limit was not always enough;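 also: cells stimulated with the agonist NPW; 0% = agonist with vehicle and 100% = vehicle without agonist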
CHO-K1 Ca antag = M1 antagonist counterscreen hit in parental CHO-K1 cells | AID 602250 | ATP-induced calcium, Fluo-8 fluorescence | inhibition, % at 3 µM | actives 0.6% (n = 360,000);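 active = inhibition above a per-plate cutoff, the plate's mean sample inhibition plus 3 SD, cut at about 24% in these data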;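 also: 0% = DMSO plus EC80 ATP and 100% = DMSO alone without ATP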
M1 PAM parental = counter-screen for M1 PAMs: effect in parental CHO-K1 cells; ATP EC20, Fluo-8 calcium fluorescence; 0% at ATP EC20, 100% at ATP max; activation, % at 3 µM; actives 0.02% (n = 360,000); AID 602247;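 active = activation above the run cutoff, the mean activation of all test compounds plus 3 SD, cut at about 40% in these data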;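 also: peak over basal fluorescence ratio in a 140 s read after ATP addition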
An asterisk follows results filed as active; nt = no result given.

cpd	SMILES	CHO-K1 Ca antag	GPR7 antagonist	TAAR1 antagonist	M1 PAM parental	OXTR agonist	CHO parental Ca	V1aR counter	OXTR potentiator	CHO-K1 Ca ag
1	CC(C)N(Cc1nc(-c2ccccc2)no1)C(=O)c1ccc([N+](=O)[O-])cc1	-15	-6	3	15	-2.8	-28	-1.3	-2	-0.1
2	COC(=O)C1=C(C)NC(C)=C(C(=O)OC)C1C(=O)OCC(=O)NC1CCCCC1C (stereo unspecified)	16	nt	-5	-13	nt	nt	nt	nt	0.4
3	COc1cccc(/C=N/Nc2ncc(C)c(=O)[nH]2)c1OC	-8	-13	-1	4	-3.1	-15	0.3	4	3.1
4	O=C(CSc1nc(Cc2ccccc2)nc2ccccc12)Nc1nc2c(s1)CCCC2	-13	-6	-7	22	-0.8	-30	1.2	-4	0.2
5	Cc1cc(C)cc(NC(=O)c2cc(C)nn2C)c1	4	5	21	-3	-2.9	-1	-0.6	-5	-0.1
6	COc1ccc(NC(=O)c2ccc3c(SCC(=O)O)c4c(nc3c2)CCCC4)cc1Cl	nt	-17	4	nt	0.5	-9	1.0	0	nt
7	CN(C)C(=O)c1ccc(Cl)cc1[N+](=O)[O-]	-17	-1	9	10	-0.3	0	-0.8	-6	1.0
8	O=C1CN(C(=S)Nc2ccccc2Cl)CCN1	-5	-2	-4	13	1.6	-3	0.8	-3	0.6
9	CCOc1ccc(N(CC(=O)Nc2ccc(Cl)cc2)S(C)(=O)=O)cc1	-6	nt	-10	28	nt	nt	nt	nt	2.4
10	COc1cc(NC(=O)COC(=O)c2nc3nc(C)cc(C)n3n2)cc(OC)c1	-16	-9	-1	24	-0.1	-12	0.2	-2	0.5
11	NC(=O)NC(=O)COC(=O)CCCCCNS(=O)(=O)c1ccc2c(c1)OCCO2	-5	16	-38	7	0.2	-4	-0.1	-2	0.8
12	Cc1ccc(C(=O)N2CCN(c3ccccn3)CC2)cc1Cl	-12	7	19	14	-0.8	-10	2.2	-5	3.2
13	Cc1ccc(C)n1NC(=O)c1ccc(O)cc1	-4	2	-1	19	0.0	-11	-0.1	2	0.1
14	CN(C(=O)c1coc(=O)c2ccccc12)c1ccc(F)cc1	-8	-3	-8	14	0.6	1	-0.3	2	0.7
15	Cn1c(SCCS(=O)(=O)c2ccc(Cl)cc2)nnc1-c1ccccc1	-4	2	-12	6	0.1	-26	0.4	-16	0.8

A draw from above in order of length of the SMILES, smallest number first:
cpd	SMILES	CHO-K1 Ca antag	GPR7 antagonist	TAAR1 antagonist	M1 PAM parental	OXTR agonist	CHO parental Ca	V1aR counter	OXTR potentiator	CHO-K1 Ca ag
8	O=C1CN(C(=S)Nc2ccccc2Cl)CCN1	-5	-2	-4	13	1.6	-3	0.8	-3	0.6
5	Cc1cc(C)cc(NC(=O)c2cc(C)nn2C)c1	4	5	21	-3	-2.9	-1	-0.6	-5	-0.1
7	CN(C)C(=O)c1ccc(Cl)cc1[N+](=O)[O-]	-17	-1	9	10	-0.3	0	-0.8	-6	1.0
3	COc1cccc(/C=N/Nc2ncc(C)c(=O)[nH]2)c1OC	-8	-13	-1	4	-3.1	-15	0.3	4	3.1
15	Cn1c(SCCS(=O)(=O)c2ccc(Cl)cc2)nnc1-c1ccccc1	-4	2	-12	6	0.1	-26	0.4	-16	0.8
10	COc1cc(NC(=O)COC(=O)c2nc3nc(C)cc(C)n3n2)cc(OC)c1	-16	-9	-1	24	-0.1	-12	0.2	-2	0.5
11	NC(=O)NC(=O)COC(=O)CCCCCNS(=O)(=O)c1ccc2c(c1)OCCO2	-5	16	-38	7	0.2	-4	-0.1	-2	0.8
6	COc1ccc(NC(=O)c2ccc3c(SCC(=O)O)c4c(nc3c2)CCCC4)cc1Cl	nt	-17	4	nt	0.5	-9	1.0	0	nt
1	CC(C)N(Cc1nc(-c2ccccc2)no1)C(=O)c1ccc([N+](=O)[O-])cc1	-15	-6	3	15	-2.8	-28	-1.3	-2	-0.1

Next part.
cpd	SMILES	CHO-K1 Ca antag	GPR7 antagonist	TAAR1 antagonist	M1 PAM parental	OXTR agonist	CHO parental Ca	V1aR counter	OXTR potentiator	CHO-K1 Ca ag
16	CN(C)S(=O)(=O)c1ccc(Cl)c(NC(=O)COC(=O)C2CSC3(C)CCC(=O)N23)c1 (stereo unspecified)	-3	-10	-2	-2	1.0	-9	0.5	-13	1.5
17	CCNc1c(NCC)c(=O)c1=O	9	-14	-30	-24	0.3	-1	1.4	-4	-0.1
18	CC1CC(NNC(=O)c2ccccc2)=Nc2ccccc2N1C (stereo unspecified)	-16	-2	-4	29	-1.4	-10	1.1	-1	0.7
19	CCc1ccc2cc(C)cc(C)c2n1	3	nt	-12	12	nt	nt	nt	nt	0.3
20	Cc1nc2ccccc2c(=O)n1/N=C/C=C/c1ccccc1	-9	-11	11	10	-2.7	-31	-0.1	-1	1.0
21	COc1ccc(-c2csc(NC(=O)CCS(=O)(=O)c3ccccc3)n2)c(OC)c1	-1	-11	55*	1	2.8	-5	4.5	-6	10
22	O=c1c2c3n(c(=S)nc2[nH]n1-c1ccccc1)CCCCC3	-6	2	-1	23	-0.2	-25	0.2	2	11
23	Cc1cc(C)c2c(=O)[nH]c(SCC(=O)c3ccc(F)c(C)c3)nc2n1	-6	-8	-2	22	0.3	10	0.3	-15	0.4
24	Cc1ccc(Nc2nc(-c3ccc(S(=O)(=O)N4CCCC4)cc3)cs2)cc1C	-25	-4	nt	17	-1.1	13	-0.8	-6	0.7
25	COc1cccc(C(=O)N2N=C(c3cccc(OC)c3)CC2(O)C(F)(F)F)c1 (stereo unspecified)	-11	-16	33	9	-1.9	-30	-0.6	8	-0.8
26	NC(=O)C1CCN(C(=O)c2ccccc2SCC(=O)NCC2CCCCC2)CC1	1	1	-15	5	0.2	5	-0.2	-5	0.6
27	CC1CN(c2nc3ccccc3nc2NS(=O)(=O)c2ccccc2)CC(C)O1 (stereo unspecified)	-17	nt	-2	7	0.1	-15	0.0	-2	0.0
28	Cc1ccn2c(=O)nc(SCC(=O)Nc3cccc4ccccc34)nc2c1	-9	nt	-22	12	1.1	-15	1.5	-13	0.8
29	Cc1cccc(N2C(=O)NC3(CCCCC3)C2=O)c1	8	3	7	-1	0.5	-3	-0.7	-12	-0.7
30	COCCNC(=O)c1cc(-c2ccccc2)n(Cc2cc(C)no2)n1	-3	nt	-7	7	-0.7	-5	0.1	-3	-0.4
31	CCc1nnc(NC(=O)CSc2nnc(-c3ccccc3OC)n2-c2ccccc2)s1	8	-14	-13	-6	-1.0	-13	0.8	-2	-0.1
32	CCC(C)NCCCOc1ccc(C)cc1OC (stereo unspecified)	-9	-7	15	-6	0.7	-2	-0.1	1	0.1
33	C=CCNC(=S)NNC(=O)c1ccc(OCCC)cc1	-14	-4	9	17	-1.0	-6	-0.9	-5	0.6
34	CCCN(C(=O)Cc1csc(-c2ccccc2)n1)C1CCS(=O)(=O)C1 (stereo unspecified)	2	nt	7	6	-0.2	0	0.3	1	1.4
35	Cn1cccc1Cc1nnc(SCC(=O)N2CCN(c3ccccc3)CC2)n1-c1ccc(F)cc1	-24	-6	6	12	0.5	-12	0.9	1	1.2
36	Clc1ccc(CSc2nnc(-c3ccccn3)n2Cc2ccco2)c(Cl)c1	13	-8	-13	-6	1.7	-14	0.7	-6	0.5
37	Cc1ccc(S(=O)(=O)N2CCOCC2)cc1NC(=O)COC(=O)c1cnc(Cl)c(Cl)c1	-3	nt	-4	-10	nt	nt	nt	nt	0.1
38	O=C(c1cc(-c2ccco2)on1)N1CCN(c2ccccc2)CC1	-6	-5	-1	9	-2.0	-9	-0.6	0	0.3
39	COc1ccc(C(C(=O)NC(C)(C)C)N(C(=O)Cn2nnc3ccccc32)c2ccc(C(C)=O)cc2)cc1O (stereo unspecified)	0	-7	-20	-7	-0.4	0	0.2	3	-0.3
40	Cc1ccc(C)c(N2CCN(C(=O)c3ccc(N4CCCC4=O)cc3)CC2)c1	4	7	nt	-1	-1.6	-24	1.2	-8	3.9
41	OC1(c2nc3ccccc3[nH]2)CCCCC1	-7	nt	6	14	-0.8	-8	-0.3	-14	0.5
42	COc1ccc(Cn2ccnc2)cc1Br	-11	3	14	14	0.4	-8	0.2	-7	1.8
43	Cc1ccc2nc(N(CCCN(C)C)C(=O)COc3ccc(Cl)cc3)sc2c1	-6	-7	10	14	8.7	-2	1.9	-2	7.4
44	O=C(Nc1ccc(F)cc1)N1CCC(c2nc3c(nnn3Cc3ccccc3Cl)c(=O)[nH]2)CC1	8	-10	-3	3	-1.6	-10	-0.4	-15	4.0
45	CCC(=O)c1ccc(OCC(=O)OCC(=O)N2c3ccccc3CC2C)cc1 (stereo unspecified)	5	nt	24	-13	12	8	11	-9	8.8
46	Cc1nc(C(=O)Nc2ccccc2)sc1C1(C)CC(c2cccc([N+](=O)[O-])c2)=NO1 (stereo unspecified)	-11	nt	18	17	1.7	-9	1.1	-6	1.2
47	CCn1c(COc2c(C)cccc2C)nnc1SCc1nc2ccccc2c(=O)[nH]1	8	-3	2	5	-0.5	-20	2.9	-15	2.2
48	Cc1cc(C(=O)CN2C(=O)C(=O)N(Cc3ccccc3)C2=O)c(C)n1-c1ccccc1F	0	0	8	-3	-0.3	-11	1.5	-13	0.0
49	CCOc1cc(C(=S)N2CCOCC2)ccc1OS(=O)(=O)c1ccccc1	2	-7	-4	17	0.4	-7	1.2	-6	3.1
50	CC(=O)c1cc(CN2CCN(C3CCN(C(C)C)CC3)C(CCO)C2)cs1 (stereo unspecified)	-6	-5	-1	-3	0.2	-10	1.4	-3	1.9
51	CNC(=O)/C(C#N)=c1\s/c(=C/C(=O)OC)c(=O)n1-c1ccccc1	-2	-2	6	-10	-0.9	-2	1.2	-12	1.1
52	Cn1c(CCNC(=O)c2cccs2)n[nH]c1=S	-10	-4	-1	7	0.8	2	1.1	0	0.1
53	Cc1cc(-n2nc3ccccc3n2)c(O)c([N+](=O)[O-])c1	12	7	-11	-16	-0.8	-7	0.0	0	-0.2
54	Cn1nc(C(C)(C)C)cc1C(=O)N1CCCCC1c1cc(C(=O)Nc2ccc3c(c2)OCO3)no1 (stereo unspecified)	4	nt	-4	5	nt	nt	nt	nt	2.1

Bioassay records from PubChem.
